Screens from PubChem.
V1R ag counter = agonists of human V1a receptor, primary screen, counter-screen for OXTR agonist project, fluorescence, CHO-V1R cells; Fluo-8 calcium fluorescence, agonist mode; 0% DMSO, 100% 3 nM vasopressin; activation, % at 3 µM; 320,000 tested, 0.25% active;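 active = activation above the mean activation of all tested compounds plus 3 SD, per screening run, cut at about 20% in these data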;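 note: signal is peak over basal fluorescence ratio across a 100 second FLIPR read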
CHO-K1 Ca ag = counter-screen for M1 agonists: effect in parental CHO-K1 cells. 360,000 tested, 0.48% active. AID 602248, 2012. activation, % at 3 µM. Fluo-8 calcium fluorescence; scaled to maximal ATP response, vehicle zero; in the data active = activation above about 15%;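 note: untransfected CHO-K1 host cells lacking M1 receptor as counterscreen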
OXTR ag = human OXTR agonists, primary screen, fluorescence, CHO-OTR cells, Fluo-8 calcium. Fluo-8 calcium fluorescence; normalized: DMSO 0%, oxytocin 100%. activation, % at 3 µM. 320,000 tested, 0.32% active. AID 2435, 2010;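 active = activation above the mean of all tested compounds plus 3 SD, cutoff set per screening run, cut at about 20% in these data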;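 note: peak over basal fluorescence ratio from a 100 s FLIPR kinetic read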
Target sequence (P30559 whole entry, looked up): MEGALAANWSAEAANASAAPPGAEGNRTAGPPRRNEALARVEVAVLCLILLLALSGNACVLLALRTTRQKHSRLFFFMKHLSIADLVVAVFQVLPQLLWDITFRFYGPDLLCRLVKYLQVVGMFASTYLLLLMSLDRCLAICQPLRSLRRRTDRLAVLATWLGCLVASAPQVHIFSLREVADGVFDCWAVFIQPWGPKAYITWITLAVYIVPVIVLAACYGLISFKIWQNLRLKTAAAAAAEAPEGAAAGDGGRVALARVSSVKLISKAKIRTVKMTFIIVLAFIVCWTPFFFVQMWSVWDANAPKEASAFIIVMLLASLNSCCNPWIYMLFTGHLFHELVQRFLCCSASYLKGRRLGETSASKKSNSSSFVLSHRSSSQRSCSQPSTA
GPR7 antag = GPR7 receptor antagonists, primary screen, cell-based, fluorescence, single concentration | inhibition, % at 4.4 µM | GPR7-expressing cells, fluorescence antagonist assay | 290,000 tested, 1.1% active | Neuropeptides B/W receptor type 1 (Homo sapiens), P48145; in the data active = inhibition above about 16%, passing the limit was not always enough;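 note: cells stimulated with the agonist NPW; 0% = agonist with vehicle and 100% = vehicle without agonist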
Target sequence (P48145 whole entry, looked up): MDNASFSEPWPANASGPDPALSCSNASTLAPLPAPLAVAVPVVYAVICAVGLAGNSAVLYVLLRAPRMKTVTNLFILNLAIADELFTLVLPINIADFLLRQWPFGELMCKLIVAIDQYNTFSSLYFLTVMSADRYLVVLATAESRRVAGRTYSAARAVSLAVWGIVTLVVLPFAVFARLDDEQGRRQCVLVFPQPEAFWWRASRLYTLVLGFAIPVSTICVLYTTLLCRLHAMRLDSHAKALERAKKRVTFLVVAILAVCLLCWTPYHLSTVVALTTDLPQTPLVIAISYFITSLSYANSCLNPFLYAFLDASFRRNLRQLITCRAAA
OXTR potentiator = human OXTR potentiators, primary screen, fluorescence, CHO-OTR cells, Fluo-8 calcium | Oxytocin receptor (Homo sapiens), P30559 | Fluo-8 calcium fluorescence, potentiator mode; 0% = oxytocin EC15, 100% = EC100 | activation, % at 3 µM | 320,000 tested, 0.061% active | AID 2445, 2010;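 active = activation above that plate's cutoff, the mean activation of tested compounds plus 3 SD, cut at about 6.6% in these data, passing the limit was not always enough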;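 note: 100% uses oxytocin at 75 nM as the full agonist control; some results filed as inactive read as strong as hits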
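Measured by – Fluo-8 calcium dye fluorescence · Test system – human OTR in CHO cells · Dosing – one concentration, 3.0 µM compound · Controls – EC15 oxytocin alone as 0%, 75 nM oxytocin as 100% · Evaluation – normalized max/min fluorescence ratio, % activation · Timing – 6 min pre-incubation, 100 s read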
TAAR1 antag = human TAAR1 antagonists, primary screen, Fluo-8 calcium fluorescence, CHO RD-HGA16 cells. antagonist. inhibition, % at 3 µM. 360,000 tested, 1.5% active. AID 624466, 2012;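 active = inhibition above a per-plate cutoff, the mean inhibition of test compounds on that plate plus 3 SD, cut at about 49% in these data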;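 note: 0% = DMSO plus EC80 beta-PEA response and 100% = DMSO alone without agonist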
Target sequence (Q96RJ0 whole entry, looked up): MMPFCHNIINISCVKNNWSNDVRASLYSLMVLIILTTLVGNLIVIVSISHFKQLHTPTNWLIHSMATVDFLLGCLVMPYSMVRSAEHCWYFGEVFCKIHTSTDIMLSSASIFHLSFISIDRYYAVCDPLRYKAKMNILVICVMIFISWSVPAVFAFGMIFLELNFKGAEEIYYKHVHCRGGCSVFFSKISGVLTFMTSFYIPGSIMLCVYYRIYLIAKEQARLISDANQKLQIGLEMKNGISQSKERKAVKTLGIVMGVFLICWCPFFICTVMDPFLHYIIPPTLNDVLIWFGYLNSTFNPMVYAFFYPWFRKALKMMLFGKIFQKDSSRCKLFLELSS
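Material: RD-HGA16 CHO cells with stable hTAAR1 and Gα16; Dosing: single nominal final test compound concentration of 3 µM; Schedule: seeding 17-24 h prior, 75-min 37 °C, 30-min RT dye loading; Detection: kinetic Fluo-8 calcium fluorescence measurement; Measure: % inhibition from peak post-agonist over basal fluorescence ratio; Benchmarks: vehicle and agonist controls.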
M1 PAM parental = nonselective calcium activators in parental CHO-K1 cells, primary screen, counter-screen for M1 PAM project, cell-based, Fluo-8 calcium fluorescence, full deck, 1536-well; activation, % at 3 µM; ATP EC20; 0% at ATP EC20, 100% at ATP max; AID 602247, 2012; 360,000 tested, 0.02% active;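 active = activation above the run cutoff, the mean activation of all test compounds plus 3 SD, cut at about 40% in these data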;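 note: peak over basal fluorescence ratio in a 140 s read after ATP addition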
CHO parental Ca = ATP-evoked calcium signal inhibitors, parental CHO, primary screen, counter-screen for OX1R antagonist project, cell-based, fluorescence, Fluo-8 calcium dye; AID 463079, 2010; 330,000 tested, 0.63% active; inhibition, % at 5.6 µM; parental CHO-K1, ATP-induced calcium, Fluo-8 fluorescence;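 active = inhibition above that plate's mean sample inhibition plus 3 SD, cut at about 26% in these data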;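 note: 0% = ATP-challenged DMSO wells and 100% = DMSO wells without ATP; some compounds past the cut are filed as inactive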
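test system = CHO parental line | reagent = ATP stimulus | measured by = intracellular calcium via Fluo-8 no-wash fluorescent dye | control set = ATP and no-ATP DMSO wells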
CHO-K1 Ca antag = counter-screen for M1 antagonists: effect in parental CHO-K1 cells | ATP-induced calcium, Fluo-8 fluorescence | inhibition, % at 3 µM | 360,000 tested, 0.6% active;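 active = inhibition above a per-plate cutoff, the plate's mean sample inhibition plus 3 SD, cut at about 24% in these data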;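 note: 0% = DMSO plus EC80 ATP and 100% = DMSO alone without ATP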
Starred values were filed as active, the others as inactive; . = not tested or not shown.

SMILES	V1R ag counter	CHO-K1 Ca ag	OXTR ag	GPR7 antag	OXTR potentiator	TAAR1 antag	M1 PAM parental	CHO parental Ca	CHO-K1 Ca antag
CC(C)=NNc1nc(-c2ccc([N+](=O)[O-])cc2)cs1	1.6	3.1	-2.1	-1.2	-10.8	-9.6	25.4	-3.4	-9.8
CCCN1C2CCCC1CC(NC(=O)c1ccc(OC)cc1)C2 (stereo not drawn)	1.6	0.8	0.7	0.5	-4.0	-9.8	-2.1	-6.4	-0.2
CCOc1ccc2c(c1)C(NC(C)=O)C(=O)N2CCN1CCOCC1 (stereo not drawn)	.	3.2	.	-5.4	.	-7.1	23.2	.	-18.5
Nc1ccccc1OCP(=O)(c1ccccc1)c1ccccc1	0.2	5.8	-0.8	-1.2	-6.7	5.3	20.7	-8.6	2.3
COc1ccc(C(=O)NCC(=O)OCC(=O)N2N=C(c3ccc(Cl)cc3)CC2c2ccco2)cc1OC (stereo not drawn)	-0.5	0.5	-1.4	-7.7	-13.5	8.8	-3.3	-8.4	-7.3
CC(C)[C@H]1COCCS(=O)(=O)N1Cc1ccccc1-c1ccc(F)cc1	.	-0.4	.	.	.	8.0	3.7	-22.3	-2.5
O=C1C=C(C#Cc2ccccc2)C[C@@H](c2ccc(F)cc2)C1	.	0.0	.	.	.	-6.3	24.2	.	-17.1
c1coc(CNc2nc(-c3ccncc3)cs2)c1	2.2	0.8	2.0	0.3	-8.5	7.2	5.8	-2.5	-8.4
CCCC(=O)Nc1sc2c(c1C(=O)OC)C(C(=O)OC)CC2 (stereo not drawn)	0.0	0.0	-1.9	0.4	-6.2	-5.5	12.7	-38.8	-14.6
CCCC(=O)N1CCN(c2nnc(-c3ccc(C)cc3)c3ccccc23)CC1	-0.2	1.7	-2.9	22.4	-5.6	-6.1	15.0	-24.8	-10.8
CC1(c2ccc(Cl)cc2)NC(=O)N(CC(=O)NC(=O)NCc2ccco2)C1=O (stereo not drawn)	0.3	0.5	-0.3	5.8	1.3	0.1	-3.0	0.0	-13.9
O=C1CN(C(=O)/C=C/c2ccc(Br)cc2)CCN1	.	-0.7	.	-9.9	.	-0.9	-3.4	.	6.2
CCN(C(=O)CSc1nccc(=O)[nH]1)C1CCCCC1	1.5	-0.1	0.8	.	-5.1	2.9	-15.8	-7.7	10.7
CCCCCC(=O)Nc1ccc(C(=O)CN2C(=O)NC3(CCCCCC3)C2=O)cc1	2.3	0.5	0.4	.	5.8	20.6	-16.9	-14.3	12.8
CN(CC(=O)NCc1ccccc1)Cc1cccc(F)c1	.	1.2	.	-20.3	.	-17.8	8.3	.	-9.6
Cc1ccc2cc(/C=N/NC(=O)c3ccccc3O)c(Cl)nc2c1	6.3	2.2	14.5	-9.5	-11.4	12.4	21.5	-16.8	-1.3
COc1ccc(NC(=O)c2cc(-c3cc(C)cc(F)c3)n[nH]2)cc1OC	.	5.7	.	.	.	26.0	12.0	.	-3.6
O=C(NCc1ccc(F)cc1)c1cc(S(=O)(=O)N2CCCCC2)c[nH]1	0.6	0.3	1.1	-9.7	-2.0	-5.2	1.2	-3.2	0.2
CC(=O)c1cccc(NC(=S)NC(=O)c2cncc(Br)c2)c1	-0.9	0.2	-1.2	-12.3	-7.3	16.2	-21.7	-7.8	20.5
Cc1ccc(S(=O)(=O)NCC(=O)OCC(=O)N2CCc3ccccc32)cc1	0.1	-0.3	-1.5	2.2	-12.6	7.4	-7.3	-26.2	4.7

Part of the list above in a different format.
structure | V1R ag counter | CHO-K1 Ca ag | OXTR ag | GPR7 antag | OXTR potentiator | TAAR1 antag | M1 PAM parental | CHO parental Ca | CHO-K1 Ca antag
CCCN1C2CCCC1CC(NC(=O)c1ccc(OC)cc1)C2 (stereo not drawn) | 1.6 | 0.8 | 0.7 | 0.5 | -4.0 | -9.8 | -2.1 | -6.4 | -0.2
CCOc1ccc2c(c1)C(NC(C)=O)C(=O)N2CCN1CCOCC1 (stereo not drawn) | . | 3.2 | . | -5.4 | . | -7.1 | 23.2 | . | -18.5
Nc1ccccc1OCP(=O)(c1ccccc1)c1ccccc1 | 0.2 | 5.8 | -0.8 | -1.2 | -6.7 | 5.3 | 20.7 | -8.6 | 2.3
COc1ccc(C(=O)NCC(=O)OCC(=O)N2N=C(c3ccc(Cl)cc3)CC2c2ccco2)cc1OC (stereo not drawn) | -0.5 | 0.5 | -1.4 | -7.7 | -13.5 | 8.8 | -3.3 | -8.4 | -7.3
CC(C)[C@H]1COCCS(=O)(=O)N1Cc1ccccc1-c1ccc(F)cc1 | . | -0.4 | . | . | . | 8.0 | 3.7 | -22.3 | -2.5
O=C1C=C(C#Cc2ccccc2)C[C@@H](c2ccc(F)cc2)C1 | . | 0.0 | . | . | . | -6.3 | 24.2 | . | -17.1
c1coc(CNc2nc(-c3ccncc3)cs2)c1 | 2.2 | 0.8 | 2.0 | 0.3 | -8.5 | 7.2 | 5.8 | -2.5 | -8.4

(continued)
SMILES	V1R ag counter	CHO-K1 Ca ag	OXTR ag	GPR7 antag	OXTR potentiator	TAAR1 antag	M1 PAM parental	CHO parental Ca	CHO-K1 Ca antag
C=CCc1ccc(OCCCCCN2CCOCC2)c(OC)c1	-0.8	0.7	0.9	-3.5	-7.2	-3.2	12.5	-3.9	-12.2
COc1cc(CCN2C(=O)c3cccc4cccc(c34)C2=O)c(S(=O)(=O)N2CCCCCC2)cc1OC	1.0	2.9	-0.1	-9.6	-5.0	7.8	23.2	-23.3	4.0
CCCN(CCC)CCNC(=O)Cn1cnc2sc(C)c(S(=O)(=O)N3CCOCC3)c2c1=O	0.0	0.5	-0.1	11.0	-18.8	5.3	22.8	-7.2	-12.6
N/C(=N\OC(=O)COc1ccccc1)c1ccc(Cl)cc1	0.4	0.3	-0.8	23.9*	-3.6	1.8	5.3	11.5	1.3
CN(CC(=O)Nc1ccccc1C(=O)NC1CC1)Cc1cccs1	-0.5	1.2	-0.9	.	-3.8	-11.4	7.4	-14.5	-16.9
O=C(N/N=C/c1ccc([N+](=O)[O-])o1)c1ccc(O)cc1	1.4	0.2	-0.5	-20.1	-4.2	1.6	12.8	3.8	-2.5
S=c1[nH]nc(COc2ccccc2)n1/N=C/C(Cl)=C/c1ccccc1	-0.8	0.3	-1.2	-2.2	0.5	12.0	1.3	-3.8	0.5
O=C(CN(Cc1ccc(F)cc1)C(=O)c1csnn1)NC1CCCC1	-0.1	0.8	0.1	-2.8	-3.3	-7.6	15.6	-10.8	-22.8
CC12CCC(=O)C=C1C(O)CC1C2CCC2(C)C1CCC2(O)C(=O)CO (stereo not drawn)	.	0.2	.	.	.	-18.1	4.4	.	9.9
CCCCC(=O)NC(=S)Nc1cccc(C(=O)O)c1	1.6	0.3	1.9	-6.1	-11.1	-1.4	21.7	-16.7	-15.1
c1nnc(-c2ccc3c(c2)OCO3)o1	-0.4	1.0	0.3	-7.0	-4.4	4.4	-13.0	-10.1	-6.0
Cn1c(N)c(C(=O)COC(=O)CNS(=O)(=O)c2cccc(Cl)c2)c(=O)n(C)c1=O	0.2	-0.1	0.1	5.5	-7.2	-6.0	14.9	-8.4	-3.2
COc1ccc(C2C(C#N)=C(SC)NC3=C2C(=O)CC(C)(C)C3)cc1 (stereo not drawn)	0.8	1.4	2.6	-5.6	-1.2	9.8	17.7	-13.9	-8.2
Cc1onc(-c2ccccc2)c1C(=O)c1c[nH]c(C(=O)NCCCN2CCOCC2)c1	-0.1	-0.6	0.0	22.4	-8.7	-9.5	-4.9	-3.3	-1.1
COc1ccc(N2CCN(C(=O)CCNC(=O)c3ccc(Br)cc3)CC2)cc1	3.2	0.1	-0.8	.	-14.1	-28.8	-1.0	-0.1	2.8
O=C(COC(=O)Cc1ccc(Br)cc1)NC1CCCCC1	-0.7	0.1	-1.8	-11.1	-4.3	-36.3	8.7	-4.8	3.4
CCNC(=S)N1CCN(CCN=CC2=C(O)CC(c3cccs3)CC2=O)CC1 (stereo not drawn)	0.1	4.5	-1.1	-2.3	0.1	7.8	5.2	-8.2	-4.2
CN(c1ccc(C(=O)Nc2cccnc2)cc1)S(=O)(=O)c1ccccc1	3.3	1.3	2.4	-5.2	-7.1	4.4	-3.4	-7.8	5.7
O=C(O)COc1ccc(/C=N/O)cc1Br	-0.3	0.6	1.3	-9.7	2.3	10.9	22.0	9.8	-18.8
O=C(O)C1CCCCC1C(=O)NCCC(c1ccccc1)c1ccccc1 (stereo not drawn)	-1.2	0.0	0.4	-14.7	7.7	0.5	6.4	-14.9	-2.5
Cc1cc(C)n(C(=O)/C(C#N)=N/Nc2cc(Cl)cc(Cl)c2)n1	7.1	10.5	4.6	5.2	-9.2	.	-0.2	74.9*	0.3
Cc1ccccc1NC(=O)c1ccccc1NC(=O)c1ccccc1F	.	0.6	.	-10.0	.	-19.0	9.9	.	-10.3
CC(C)(C)c1ccc(-c2nnc(SCCN3C(=O)c4ccccc4C3=O)o2)cc1	-0.2	1.4	-1.9	-11.0	-19.3	29.4	11.6	-21.9	-17.2
C=CCOc1cccc(C(=O)N2CCCC(CCC(=O)NCc3ccccc3F)C2)c1 (stereo not drawn)	1.4	0.1	-1.4	-5.8	2.0	-31.6	13.7	-8.8	-11.8
C=CCN(CC=C)C(=O)c1cc2ccccc2c(=O)o1	0.4	0.3	-0.1	-13.1	5.2	-21.0	17.0	-5.8	-1.5
Cc1cc(C)c(NC(=O)CSc2nncn2-c2cccnc2)c(C)c1	0.1	0.9	-1.1	-5.9	-2.5	1.4	11.4	-13.2	3.1
CCOc1ccc(-c2n[nH]c(C)c2-c2ccccc2OC)c(O)c1	0.1	0.8	-1.4	-14.9	-20.1	27.5	3.8	6.9	-0.2
Cc1ccc(OCCCn2cc(C#N)c3ccccc32)cc1	3.5	1.9	1.0	-2.9	-17.2	25.9	19.2	0.8	3.5
Cc1cc(Br)cc(Cl)c1OC(=O)c1cnccn1	-1.4	-0.5	-2.0	-4.1	0.2	4.0	12.3	-2.5	-17.4
Cc1ccc(S(=O)(=O)N(C)c2c(C)ccc(S(=O)(=O)Nc3ccncc3)c2C)cc1	-0.9	0.1	-0.7	-5.3	-1.9	-21.3	18.6	-7.7	-12.9
CCN1CCN(CCCNC(=O)c2ccc3c(c2)N(Cc2ccc(C)cc2)CCS3)CC1	2.4	0.1	0.6	6.0	-1.5	.	9.8	-25.5	-3.1
CCOc1ccc(NS(=O)(=O)c2cc(NC(=O)CCNC(=O)c3ccco3)ccc2OC)cc1	.	0.2	.	.	.	6.0	-0.2	.	-8.2

The order is random. About 3.5% of those tested had a hit in this group.
